H37Rv inhibition: M. tuberculosis growth inhibition, HTS (AID 449762). M. tuberculosis H37Rv growth inhibition, 7H9 media; higher % means a stronger effect. one-dose inhibition, % at 25 µM; IC50 in µM for titrated hits. 330,000 tested, 0.59% active; in the data active = a potency from the dose series; inconclusive = inhibition above about 70% without an active follow-up result;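 note: bacterial growth assessed after seven days of incubation; strong numbers were not always called active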
M. tuberculosis: growth inhibition of non-replicating M. tuberculosis (AID 488890); Mycobacterium tuberculosis non-replicating, growth inhibition; higher % means a stronger effect; inhibition, % at 25 µM; hits with a dose series show IC50 in µM; 320,000 tested, 0.39% active; in the data active = a potency from the dose series; inconclusive = inhibition mostly from about 82% at the one dose, without a potency; inactive = the rest, 99 in 100 with inhibition below about 76%;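 note: plate controls were DMSO cells for no effect and high antibiotic wells for full effect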
inhibitors of VEEV: inhibitors of VEEV TC-83 cytopathic effect, confirmation, Vero cells (AID 588727) | one-dose inhibition, % at 20 µM; IC50 in µM for titrated hits | 350,000 tested, 0.13% active | Vero cells, VEEV TC-83 cytopathic effect inhibition; higher % means a stronger effect; in the data active = a potency from the dose series; inconclusive = inhibition mostly from about 14% at the one dose, without a potency; inactive = the rest, 99 in 100 with inhibition below about 12%; note: strong numbers were not always called active
H1N1 NS1A inhibition: H1N1 influenza NS1A inhibitors, functional cell based assay (AID 504329); NS1A functional cell-based assay, percent inhibition; higher % means a stronger effect; inhibition, % at 12.5 µM, or IC50 in µM where a hit was titrated; 340,000 tested, 0.3% active; in the data active = a potency from the dose series; inconclusive = inhibition above about 27% without an active follow-up result; note: strong numbers were not always called active
PhoP GFP inhibition: PhoP regulon inhibitors, Salmonella typhi PhoP promoter GFP reporter, confirmatory (AID 1850) | Salmonella Typhi PhoP-promoter GFP reporter, fluorescence, 4 h; higher % means a stronger effect | inhibition, % at 50 µM, or IC50 in µM where a hit was titrated | 310,000 tested, 0.33% active; in the data active = a potency from the dose series; inconclusive = inhibition mostly from about 25% at the one dose, without a potency; inactive = the rest, 99 in 100 with inhibition below about 19%;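 note: 0% = induced wells with vehicle and 100% = uninduced wells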
inhibitors of VEEV 10K pilot screen: recorded beside inhibitors of VEEV, whose call it bears; inhibition, %; measured here: 10K pilot screen inhibition
Numbers without * were called inactive; i = inactive; ? = inconclusive; . = not tested or not shown; & = joins results of further samples. Not a hit list; overall some 1.6% were active at least once.

The first four compounds (preview)
SMILES	H37Rv inhibition	M. tuberculosis	inhibitors of VEEV	H1N1 NS1A inhibition	PhoP GFP inhibition	others
Cc1ccc(-c2nc3ccccc3[nH]2)cc1NC(=O)c1ccc2c(c1)OCO2	-2%	27%	0.7%	8%	-1%
O=C(CN1CCC(Cc2ccccc2)CC1)N1CCc2ccccc2C1	-7%	-1%	i	-7%	2%
COc1cccc(OC)c1OCCCc1c(C)n[nH]c1C	0%	13%	6.6%	-11%	5%
CC1(C)Cc2c(cnn2-c2cccc(F)c2)C(NC(=O)c2ccc(=O)[nH]n2)C1 (stereo not drawn)	-3%	7%	2.0%	-3%	3%

Main list (from the top)
SMILES	H37Rv inhibition	M. tuberculosis	inhibitors of VEEV	H1N1 NS1A inhibition	PhoP GFP inhibition	others
Cc1ccc(-c2nc3ccccc3[nH]2)cc1NC(=O)c1ccc2c(c1)OCO2	-2%	27%	0.7%	8%	-1%
O=C(CN1CCC(Cc2ccccc2)CC1)N1CCc2ccccc2C1	-7%	-1%	i	-7%	2%
COc1cccc(OC)c1OCCCc1c(C)n[nH]c1C	0%	13%	6.6%	-11%	5%
CC1(C)Cc2c(cnn2-c2cccc(F)c2)C(NC(=O)c2ccc(=O)[nH]n2)C1 (stereo not drawn)	-3%	7%	2.0%	-3%	3%
CCC(CC)C(=O)Nc1cccc(S(=O)(=O)c2cccc(NC(=O)C(CC)CC)c2)c1	2%	-6%	2.0%	-1%	0%
CN1CCN(C(=O)CN2C(=O)CC(C)(C)S(=O)(=O)c3ccccc32)CC1	4%	-3%	0.4%	-9%	-6%
CC(=O)Nc1ccc(C(=O)n2cnc3cc(C)c(C)cc32)cc1	-1%	4%	1.5%	-4%	-4%
CCC(=O)Nc1ccc(NC(=O)c2oc3ccccc3c2C)cc1	2%	-6%	1.5%	1%	2%
CC1(c2ccccc2)CC(C)(C)N(C(=O)c2cc([N+](=O)[O-])cc([N+](=O)[O-])c2)c2ccccc21 (stereo not drawn)	-1%	?	2.9%	-1%	-12%
COc1ccccc1-c1nc(SCC(=O)Nc2ccccc2)n[nH]1	-7%	10%	9.7%	10%	8%
N#C/C(=C\c1ccc(O)cc1)C(=O)O	.	.	1.7%	-7%	.
COc1ccc(NC(=O)c2ccc(=O)oc2)cc1	-2%	20%	0.6%	-5%	0%
CCOC(=O)NC(c1cccc(Cl)c1)C1CCCCCC1=O (stereo not drawn)	-3%	3%	1.3%	-2%	-2%
O=C(Cc1ccccc1)NC1CCN(Cc2ccccc2)CC1	-2%	6%	1.7%	2%	-7%
CC(=O)N1CCN(S(=O)(=O)c2ccc(Cl)cc2F)CC1	52%	-3%	0.9%	-4%	2%
Cc1ccc(NC(=S)N2CCC(NC(=O)c3ccc(F)cc3)CC2)cc1	2%	-23%	0.6%	-5%	1%
N#Cc1ccccc1OCC(=O)N(Cc1nnc(-c2ccccc2Cl)o1)C1CC1	-5%	4%	10%	-4%	-1%
CCc1ccccc1NC(=S)N(CCN1CCOCC1)Cc1ccccc1F	-6%	-10%	2.2%	0%	5%
CC1(C)NC(=O)NC2(C)NC(=O)NC(C)(C)C12 (stereo not drawn)	-7%	9%	i	17%	-8%
CC(C)Cc1nc(N2CCC(C(N)=O)CC2)c2nnn(Cc3ccccc3)c2n1	1%	4%	i	5%	-7%
CCOC(=O)c1sc2nc(NC(=O)COc3ccccc3)sc2c1C	2%	-12%	4.5%	-1%	-8%
COC(=O)/C(C#N)=C/c1c(N2CCN(Cc3ccc4c(c3)OCO4)CC2)nc2c(C)cccn2c1=O	-13%	25%	i	-4%	3%
CCOC(=O)N1CCN(c2c(-c3ccc(C(C)C)cc3)c(=O)c2=O)CC1	-2%	-2%	4.7%	-5%	-3%
Cc1c(Br)c(C(F)(F)F)nn1CC(=O)N(C)C1CCCCC1	-9%	4%	0.0%	-2%	-3%
O=C(O)c1ccc(NC(=S)NC(=O)c2ccc3ccccc3c2)cc1	?	?	7.8%	22%	-2%

The listing continues:
SMILES	H37Rv inhibition	M. tuberculosis	inhibitors of VEEV	H1N1 NS1A inhibition	PhoP GFP inhibition	others
CCC(=O)c1ccc(OC(=O)c2ccc(Br)o2)cc1	-2%	9.8µM*	0.8%	-12%	2%
Cc1ccccc1NC(=O)c1cc2c(=O)n3cccc(C)c3nc2s1	8%	-17%	1.0%	3%	-2%
OC(CNCCN1CCNCC1)Cc1ccccc1 (stereo not drawn)	.	.	0.6%	4%	.
O=c1nc2sc3ccccc3n2c(=O)n1-c1cccc(Cl)c1	0%	-8%	i	8%	5%
CCOC(=O)C1(CCCc2ccccc2)CCN(C(=O)C2=C(C)OCCO2)CC1	.	.	i	4%	.
O=C(c1cc(S(=O)(=O)N2CCOCC2)ccc1Cl)N1CCc2ccccc2C1	-4%	-18%	0.1%	4%	-5%
O=C(CSc1nnc(-c2cccnc2)n1Cc1ccco1)Nc1cccc(O)c1	-5%	3%	2.2%	1%	15%
O=C(O)c1c[nH]c2ccc(S(=O)(=O)N(CCCl)CCCl)cc12	3%	-1%	i	-3%	3%
Clc1ccc(-c2nnc3sc(Cc4cccs4)nn23)c(Cl)c1	-2%	17%	i	-10%	8%
O=C(COC(=O)CNS(=O)(=O)c1ccc(F)c(F)c1F)Nc1ccc(OC(F)F)cc1	9%	-1%	0.4%	1%	-8%
CCOc1ccc(C(C)NC(=O)c2cccc(F)c2)cc1 (stereo not drawn)	-3%	?	0.5%	-7%	2%
O=C(NCCc1ccccc1)C1CCN(S(=O)(=O)N2CCCC2)CC1	2%	0%	0.0%	-7%	-1%
Cc1csc(NC(=O)CCCC(=O)c2ccccc2)n1	1%	43%	i	21%	10%
CC(=O)c1cc(-c2ccccc2)[nH]c1N1CCCC1	-6%	17%	2.0%	6%	7%
COc1ccc(NS(=O)(=O)c2ccc3c(c2)CCC(=O)N3)cc1O	.	.	0.7%	-5%	.
CCOc1cccc(C(=O)NNC(=O)CCC(=O)O)c1	-2%	-10%	1.7%	0%	-3%
CCC(=O)N1CCc2cc(Br)cc(S(=O)(=O)CCC(=O)N(CC)CC)c21	1%	-10%	i	15%	-8%
O=C(O)/C(=C\c1ccc(C(F)(F)F)cc1)c1ccc(S(=O)(=O)N2CCCC2)s1	-1%	30%	1.0%	0%	.
CC(C)CCN1CC(C(=O)N2CCN(c3ccc(F)cc3)CC2)CC1=O (stereo not drawn)	-3%	8%	0.2%	-1%	2%
CCCSc1nc(O)c(C2OC(=O)c3c2ccc(OC)c3OC)c(=O)n1C (stereo not drawn)	.	15%	1.4%	4%	-13%
COc1ccc(C(=O)Nc2ccccc2N2CCN(C(=O)c3ccccc3)CC2)cc1Br	?	57%	4.3%	-2%	-5%
O=C(O)c1ccccc1SCC(=O)N1CCOCC1	0%	-3%	2.0%	-5%	6%
COc1ccc(C(CNC(=O)c2cc3ccccc3cc2OC)N2CCCC2)cc1 (stereo not drawn)	14%	35%	i	5%	8%
CCC(=NCCO)c1c(O)n(-c2ccccc2)c(=O)[nH]c1=O	-1%	2%	0.7%	-3%	-1%
Cc1cccc(OCC(=O)OCC(=O)N2CCN(C(=O)c3ccco3)CC2)c1C	-7%	1%	0.4%	-12%	-2%

(cont.)
SMILES	H37Rv inhibition	M. tuberculosis	inhibitors of VEEV	H1N1 NS1A inhibition	PhoP GFP inhibition	others
O=S(=O)(Nc1cccc(S(=O)(=O)N2CCCC2)c1)c1cccs1	0%	15%	0.8%	-13%	.
COc1ccccc1/C=N/NC(=O)CC(=O)NCc1ccccc1	-7%	-5%	0.6%	-16%	14%
CC1CCCCC12NC(=O)N(CC(=O)OCC(=O)N(C)C1CCCCC1)C2=O (stereo not drawn)	5%	10%	1.6%	-2%	.
Cc1cc(C)c(C#N)c(SCC(=O)CC(=O)OC(C)C)n1	7%	57%	4.5%	1%	-3%
CC(=O)NC(=S)Nc1ccccc1C(=O)NC1CCCCC1	2%	3%	2.0%	-6%	-10%
Cc1nc2sc3c(c2c(=O)n1/N=C/c1ccco1)CCCC3	-2%	3%	0.9%	7%	-4%
CCOc1ccc(N2C(=O)CC(N(CCc3ccc(OC)c(OC)c3)C(=O)/C=C/C(=O)O)C2=O)cc1 (stereo not drawn)	3%	.	i	-6%	-1%
COc1ccc(SC[C@H](Cc2ccccc2)N2CCN(C)CCC2=O)cc1	2%	-4%	0.3%	-1%	8%
CCOc1ccc(OCCSc2nc3ccccc3[nH]2)cc1	-2%	68%	i	0%	23%
COc1ccc(OC)c(S(=O)(=O)n2nc(-c3ccccc3)cc2N)c1	-6%	.	0.8%	3%	19%
CC1C(=O)Nc2ccccc2N1C(=O)c1ccc(F)cc1 (stereo not drawn)	-3%	7%	0.5%	-18%	-1%
O=[N+]([O-])c1ccc(N2CCN(c3nc(-c4ccc(Cl)cc4)cs3)CC2)cc1	1%	-1%	1.8%	20%	5%
Cn1c(=O)c2c(ncn2CC(=O)N/N=C/c2ccc(Br)s2)n(C)c1=O	-9%	4%	2.9%	-4%	1%
CCOC(=O)c1ccccc1NC(=O)c1ccc2c(=O)n3c(nc2c1)CCCCC3	-11%	57%	11%	28%	-11%
COc1ccc(NC(=O)c2cccc(S(=O)(=O)NCc3ccccc3)c2)cc1S(N)(=O)=O	10%	1%	4.5%	-4%	.
Cc1cc2nc3c(=O)n(CCc4ccccc4)c(=O)[nH]c3nc2cc1N	5%	12%	?	-11%	-35%
COCCCNC(=O)c1cccc(S(=O)(=O)N2CC3(C)CC2CC(C)(C)C3)c1 (stereo not drawn)	-7%	-1%	0.2%	-9%	0%
COc1ccccc1NC(=O)NC1CCS(=O)(=O)C1 (stereo not drawn)	-9%	-11%	3.0%	7%	6%
NS(=O)(=O)c1ccc(CNC(=O)CCC2CCCCC2)cc1	-1%	-2%	0.9%	2%	7%	inhibitors of VEEV 10K pilot screen=1.0
COCCC(=O)N1CCC(n2nccc2NC(=O)CCc2ccccc2)CC1	-5%	-9%	i	-1%	-11%
CCC(C)C(NC(=O)c1ccccc1NC(=O)c1ccco1)C(=O)NC1CCCCC1 (stereo not drawn)	2%	-4%	6.1%	2%	11%
CC(=O)Nc1sc2c(c1C(N)=O)CCC2	-4%	0%	i	4%	-14%
C=CCn1c(Cc2ccc(OC)cc2)nnc1SCc1nc2ccccc2c(=O)[nH]1	6%	-3%	0.2%	5%	18%
COc1ccccc1Nc1c([N+](=O)[O-])cncc1[N+](=O)[O-]	?	56%	0.5%	7%	-4%
CC(C)(C)c1nc(NC(=O)Nc2ccccc2)sc1Br	?	36%	5.3%	-4%	-5%

Overlap with the part before: two compounds, then new ones.
SMILES	H37Rv inhibition	M. tuberculosis	inhibitors of VEEV	H1N1 NS1A inhibition	PhoP GFP inhibition	others
COc1ccccc1Nc1c([N+](=O)[O-])cncc1[N+](=O)[O-]	?	56%	0.5%	7%	-4%
CC(C)(C)c1nc(NC(=O)Nc2ccccc2)sc1Br	?	36%	5.3%	-4%	-5%
COCCNC(=O)c1cn(C)c2ccc(S(=O)(=O)N(C)C3CCCCC3)cc2c1=O	-6%	-5%	1.0%	-6%	-11%
COc1cc(OC)c(/C=N/NC(=O)COc2cccc3cccnc23)c(OC)c1	-12%	-6%	7.9%	9%	7%
CCCN1CCN(CCCNC(=O)CN2C(=O)c3cccnc3Oc3ccc(C)cc32)CC1	4%	5%	0.4%	-2%	-6%
Cc1cc(S(=O)(=O)NCCC2=CCCCC2)ccc1Br	-1%	.	2.0%	4%	9%
Fc1ccc(-c2nnc(-c3ccc(Cl)cc3Cl)o2)cc1	8%	.	1.8%	-6%	14%
CCc1nnc(NC(=O)CSc2nc3c(cc2C#N)CCCC3)s1	4%	-7%	7.7%	9%	1%
CC(C)N1C(=O)NC(=O)C2(Cc3cc([N+](=O)[O-])ccc3N(C)C2c2ccccc2)C1=O (stereo not drawn)	100%	i	7.4%	1%	-8%
COC(=O)[C@H]1[C@H]2C[C@H]3c4[nH]c5ccccc5c4CCN3C[C@@H]2CC[C@@H]1O	-8%&2%	28%&-9%	1.7%&2.2%	1%&-16%	-4%&-14%
CC(=O)OC1CCC2(C)C(=CCC3C2CCC2(C)C3CC3OC4(CCC(C)CN4)C(C)C32)C1 (stereo not drawn)	.	.	0.5%	2%	.
CCOC(=O)CC1CCCCN1Cc1cn(C)nc1-c1ccc2c(c1)OCCO2 (stereo not drawn)	-6%	-5%	0.7%	-5%	6%
Cc1ccc(OC(=O)CCN2C(=O)c3ccccc3C2=O)cc1C	29µM*	80%	1.8%	-5%	4%
Cc1ccc(NC(=O)C2CCCN2C(=O)c2cccs2)c(C)c1 (stereo not drawn)	-5%	11%	1.0%	-1%	1%
O=C(NNC(=S)Nc1ccccc1)c1cc(-c2cccnc2)nc2ccccc12	7%	11%	7.9%	0%	1%

Source: PubChem (Southern Research Specialized Biocontainment Screening Center)
